Screening results deposited in PubChem BioAssay by Broad Institute.
PRC2 inh: inhibitors of human EZH2/PRC2 methyltransferase. Q15910. PRC2 H3K27 methylation, DELFIA TRF, 1 h. inhibition, % at 12.5 µM. actives 0.35% (n = 57,000);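 active means mean inhibition of replicates at least 50% and every single replicate also reaching 50%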;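 further: dimethyl H3K27 on biotinylated H3 21-44 peptide detected by antibody; plate controls were median neutral control wells for no effect and median positive control wells for full effect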
Target sequence (Q15910 whole entry, looked up): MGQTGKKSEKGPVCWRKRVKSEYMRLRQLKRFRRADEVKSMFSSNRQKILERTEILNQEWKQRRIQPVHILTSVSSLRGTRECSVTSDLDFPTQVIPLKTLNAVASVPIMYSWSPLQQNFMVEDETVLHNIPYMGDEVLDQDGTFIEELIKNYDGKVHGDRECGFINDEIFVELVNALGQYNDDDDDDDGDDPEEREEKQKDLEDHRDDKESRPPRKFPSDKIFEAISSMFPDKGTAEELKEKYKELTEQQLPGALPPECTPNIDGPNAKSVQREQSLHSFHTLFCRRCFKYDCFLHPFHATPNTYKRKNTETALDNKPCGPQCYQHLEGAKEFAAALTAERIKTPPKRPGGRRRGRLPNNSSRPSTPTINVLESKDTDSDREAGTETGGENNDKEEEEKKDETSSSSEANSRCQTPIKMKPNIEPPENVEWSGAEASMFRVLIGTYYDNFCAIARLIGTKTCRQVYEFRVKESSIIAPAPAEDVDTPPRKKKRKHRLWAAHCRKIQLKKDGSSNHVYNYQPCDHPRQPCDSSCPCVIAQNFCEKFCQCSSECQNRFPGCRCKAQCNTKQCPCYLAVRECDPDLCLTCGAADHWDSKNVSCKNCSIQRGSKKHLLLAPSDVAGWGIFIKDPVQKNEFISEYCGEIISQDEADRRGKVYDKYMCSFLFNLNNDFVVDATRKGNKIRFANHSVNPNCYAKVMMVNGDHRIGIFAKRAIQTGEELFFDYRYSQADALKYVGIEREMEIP
IDH1 mut inh: inhibitors of human IDH1 R132H; O75874; inhibition, % at 10 µM; AID 624101; actives 0.18% (n = 70,000); IDH1 R132H reductase, diaphorase/resazurin fluorescence, 60 min; in the data active means inhibition above about 34%;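 further: 0% = DMSO and 100% = no enzyme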
Numbers without * were called inactive; / = not tested or not shown.

SMILES	PRC2 inh	IDH1 mut inh
Cc1noc(C)c1NC(=O)N[C@@H]1C=C[C@@H](CC(=O)Nc2ccccc2)O[C@H]1CO	0	0.0
C[C@@H]1CN([C@H](C)CO)S(=O)(=O)c2ccc(/C=C/c3ccccc3)cc2O[C@H]1CN(C)C(=O)c1ccncc1	-3	-0.5
Cc1ccc(S(=O)(=O)N(C)C[C@@H]2OCCCC[C@H](C)Oc3ccc(NS(=O)(=O)c4cn(C)cn4)cc3C(=O)N([C@H](C)CO)C[C@H]2C)cc1	/	-4.2
C[C@H]1CN([C@@H](C)CO)C(=O)c2cc(NC(=O)CCN3CCOCC3)ccc2O[C@H]1CN(C)Cc1ccc(-c2ccccc2)cc1	-17	-0.5
C[C@@H]1CN([C@H](C)CO)S(=O)(=O)c2ccc(-c3cccnc3)cc2O[C@@H]1CN(C)Cc1cncnc1	10	/
C[C@@H]1CN([C@H](C)CO)S(=O)(=O)c2ccc(-c3ccc(C(=O)N(C)C)cc3)cc2O[C@@H]1CN(C)Cc1ccccc1C(=O)O	-23	0.0
C[C@@H]1CN([C@H](C)CO)C(=O)c2cc(NC(=O)Nc3ccc4c(c3)OCO4)ccc2O[C@@H]1CN(C)C(=O)Nc1cccc2ccccc12	/	-0.1
CO[C@@H]1CN(C)C(=O)c2cc(NC(=O)c3ccc(Oc4ccccc4)cc3)ccc2OC[C@H](C)NC[C@@H]1C	-20	0.2
C[C@H]1CN([C@@H](C)CO)C(=O)c2cccc(NS(=O)(=O)c3ccc(F)cc3)c2O[C@@H]1CN(C)Cc1ccc(C(F)(F)F)cc1	-13	1.8
CCO[C@@H]1OC(C(=O)N2CCN(Cc3ccc4c(c3)OCO4)CC2)=C[C@H](C2CC2)[C@H]1CCCO	-1	/
C[C@@H]1CCCCO[C@H](CN(C)S(C)(=O)=O)[C@@H](C)CN([C@@H](C)CO)C(=O)c2cc(NC(=O)NC3CCCCC3)ccc2O1	/	0.1
C[C@H]1CN([C@@H](C)CO)C(=O)Cc2cc(NS(=O)(=O)c3ccccc3)ccc2O[C@@H]1CN(C)Cc1ccc(C(=O)Nc2ccccc2N)cc1	-9	/
CC(C)NC(=O)N(C)C[C@@H]1Oc2c(NS(=O)(=O)c3cn(C)cn3)cccc2C(=O)N([C@@H](C)CO)C[C@@H]1C	/	1.1
CN1CCN(C(=O)c2cc3c(c(-c4cccc(-c5cccc(F)c5)c4)n2)[C@@H](CCO)N(S(=O)C(C)(C)C)C3)CC1 (some centres undefined)	-18	0.5
CO[C@@H]1CN(C)C(=O)c2ccc(NC(=O)C3CC3)cc2OC[C@H](C)N(C(=O)c2ccccn2)C[C@@H]1C	2	0.0
COc1cc(C2OCC3C(c4ccc(OC5OC(CO)C(O)C(O)C5O)c(OC)c4)OCC23)ccc1O (centres undefined)	/	-0.7
CNC[C@@H]1Oc2cc(-c3cccnc3)ccc2S(=O)(=O)N([C@H](C)CO)C[C@H]1C	-8	-0.5
C/C=C/c1ccc2c(c1)O[C@H](CN(C)C(=O)Nc1ccccc1)[C@H](C)CN([C@@H](C)CO)S2(=O)=O	-4	-0.8
CO[C@H]1CN(C)C(=O)c2ccc(NC(=O)C3CCC3)cc2OC[C@H](C)N(Cc2cccnc2)C[C@@H]1C	-11	-0.2
Nc1ncnc2c1ncn2C1CCC(CO)O1 (centres undefined)	/	0.1

Pulled by structure from above (2):
SMILES	PRC2 inh	IDH1 mut inh
CO[C@@H]1CN(C)C(=O)c2ccc(NC(=O)C3CC3)cc2OC[C@H](C)N(C(=O)c2ccccn2)C[C@@H]1C	2	0.0
CCO[C@@H]1OC(C(=O)N2CCN(Cc3ccc4c(c3)OCO4)CC2)=C[C@H](C2CC2)[C@H]1CCCO	-1	/

Remaining list, next part.
SMILES	PRC2 inh	IDH1 mut inh
COCC(=O)Nc1ccc2c(c1)[C@H]1C[C@H](CC(=O)NCCN3CCCCC3)O[C@H](CO)[C@H]1O2	4	-3.3
COc1ccccc1NC(=O)N[C@@H]1CC[C@H](CCn2cc(-c3cccnc3)nn2)O[C@H]1CO	0	-0.1
CC(C)NC(=O)Nc1ccc2c(c1)CC(=O)N([C@H](C)CO)C[C@@H](C)[C@H](CN(C)Cc1ccc(Cl)c(Cl)c1)O2	/	2.6
Cc1cc(=O)oc2cc(OC(C)C(=O)Nc3ccccc3[N+](=O)[O-])ccc12 (centres undefined)	8	0.4
CCCC(=O)Nc1ccc2c(c1)OC[C@@H](C)N(C(=O)c1ccncc1)C[C@@H](C)[C@@H](OC)CN(C)C2=O	-2	0.3
CC(C)NC(=O)Nc1ccc2c(c1)C(=O)N([C@@H](C)CO)C[C@@H](C)[C@@H](CN(C)Cc1ccc3c(c1)OCO3)OCCCC[C@@H](C)O2	/	1.4
C[C@@H]1CN([C@H](C)CO)C(=O)Cc2cc(NC(=O)C3CCCCC3)ccc2O[C@H]1CN(C)CC1CC1	-4	-0.1
COc1ccc(NC(=O)NCCN2CCN(c3cc(OC)ccc3OC)CC2)cc1	/	-0.8
Nc1nc2c(cnn2CCc2ccccc2)c2nc(-c3ccco3)nn12	11	-0.5
C[C@@H]1CN([C@@H](C)CO)S(=O)(=O)c2ccc(-c3ccncc3)cc2O[C@@H]1CN(C)S(=O)(=O)c1ccccc1F	-6	0.9
COc1ccc([Si](C)(C)[C@@H]2[C@@H](CCO)O[C@]3(C(=O)N(C)c4c(Br)cc(C)cc43)[C@H]2C)cc1	52*	/
Cc1ccc(S(=O)(=O)N(C)C[C@@H]2OCc3ccccc3-c3c(n(C)c4ccccc34)C(=O)N([C@H](C)CO)C[C@H]2C)cc1	-39	0.1
COc1ccc([C@H]2Sc3ccccc3N(CCN(C)C)C(=O)[C@H]2OC(C)=O)cc1	21	-0.3
COc1ccc(S(=O)(=O)Nc2ccc3c(c2)C(=O)N([C@@H](C)CO)C[C@@H](C)[C@H](CN(C)Cc2ccncc2)OCCCC[C@H](C)O3)cc1	/	2.2
CC(C)NC(=O)N(C)C[C@@H]1Oc2cc(C#Cc3ccc(F)cc3)ccc2S(=O)(=O)N([C@@H](C)CO)C[C@@H]1C	-11	0.3
C[C@H]1CN([C@@H](C)CO)S(=O)(=O)c2ccc(C#CC3CCCC3)cc2O[C@H]1CN(C)Cc1cncnc1	-7	-0.6
COCCNC(=O)C[C@H]1C[C@@H]2c3cc(NC(=O)Nc4ccccc4F)ccc3O[C@@H]2[C@H](CO)O1	-10	-0.2
O=C(NCC[C@@H]1CC[C@H](NC(=O)C2CCCCC2)[C@H](CO)O1)Nc1ccc(Cl)cc1	1	0.0
CN(Cc1nc(-c2ccncc2)no1)S(=O)(=O)c1ccc(Br)cc1	-2	2.6
COc1cccc(NC(=O)CSc2nnnn2C)c1	-7	0.5
Cc1noc(C)c1NC(=O)N(C)C[C@H]1Oc2c(NC(=O)C3CCOCC3)cccc2C(=O)N([C@H](C)CO)C[C@@H]1C	/	1.3
COc1ccc(CN(C)C[C@H]2Oc3ccc(NS(=O)(=O)c4ccc(Cl)cc4)cc3C(=O)N([C@@H](C)CO)C[C@H]2C)cc1	-1	2.1
CCCN(C)C[C@@H]1Oc2cc(Br)ccc2S(=O)(=O)N([C@H](C)CO)C[C@@H]1C	-12	-2.8
CNC[C@H]1Oc2c(NS(=O)(=O)c3ccc(F)cc3)cccc2C(=O)N([C@@H](C)CO)C[C@H]1C	1	/
C[C@@H]1CN([C@@H](C)CO)S(=O)(=O)c2ccc(C3=CCCC3)cc2O[C@H]1CN(C)CC1CC1	3	0.1
C[C@@H]1CN([C@@H](C)CO)C(=O)c2ccccc2-c2ccccc2CO[C@@H]1CN(C)CC1CC1	-1	-0.9
Cc1cccc(S(=O)(=O)N[C@@H]2CC[C@H](CCNC(=O)CCN3CCCCC3)O[C@@H]2CO)c1	-2	0.0
CCCC(=O)Nc1ccc2c(c1)OC[C@H](C)N(Cc1ccc(-c3ccccn3)cc1)C[C@H](C)[C@H](OC)CN(C)C2=O	-37	0.2
CO[C@H]1CN(C)C(=O)c2ccc(NC(C)=O)cc2OC[C@@H](C)N(C(=O)C2CCOCC2)C[C@H]1C	3	0.2
CNC[C@@H]1Oc2ccc(NC(=O)Cc3ccccc3)cc2CC(=O)N([C@@H](C)CO)C[C@H]1C	6	0.5
COc1ccc(CCNC(=S)n2cc(C)cn2)cc1OC	7	0.3
O=C(O)Cn1cc(C(=O)C2CCCCC2)c2ccccc21	-1	0.5
CCn1c(SCC(=O)Nc2cccc(Cl)c2Cl)nnc1-c1ccc([N+](=O)[O-])cc1	0	-0.1
Cc1noc(C)c1NC(=O)N(C)C[C@H]1Oc2ccc(NS(C)(=O)=O)cc2CC(=O)N([C@H](C)CO)C[C@H]1C	/	-4.0
CC(C)[C@H](NC(=O)CNC(=O)OC(C)(C)C)C(=O)N[C@H](C=O)C(C)C	-10	0.1
CCCNC(=O)Nc1ccc2c(c1)C(=O)N(C)C[C@@H](OC)[C@@H](C)CN[C@H](C)CO2	0	0.1
C[C@@H]1CN([C@@H](C)CO)C(=O)c2cc(C#CC3CCCCC3)cnc2O[C@H]1CN(C)S(C)(=O)=O	/	-2.8
C[C@@H]1CN([C@@H](C)CO)C(=O)c2cc(-c3cncnc3)cnc2O[C@H]1CN(C)C(=O)c1cccc(F)c1	/	0.0
C[C@@H]1CN([C@H](C)CO)C(=O)Cc2cc(NC(=O)Nc3ccc(F)cc3)ccc2O[C@@H]1CN(C)Cc1ccncc1	10	21
C[C@@H]1CCCCO[C@@H](CN(C)C(=O)CCC(F)(F)F)[C@H](C)CN([C@@H](C)CO)C(=O)c2cc(NC(=O)Cc3ccccc3)ccc2O1	/	-0.3
CCOc1ccc(NC(=O)CSc2nnc(-c3cccs3)n2C)cc1	-2	0.6
Cc1ccc(C(=O)Nc2cccc(OC(=O)c3cc(S(=O)(=O)N4CCCCC4)ccc3Cl)c2)cc1	-1	-0.1
C[C@H]1CN([C@@H](C)CO)C(=O)Cc2cc(NS(C)(=O)=O)ccc2O[C@H]1CN(C)Cc1ccncc1	4	3.5
C[C@@H]1CN([C@H](C)CO)C(=O)c2cccc(NS(=O)(=O)c3ccccc3)c2O[C@H]1CN(C)Cc1ccc(C(=O)Nc2ccccc2N)cc1	-30	/
CCCC(=O)N(CCc1c[nH]c2ccccc12)[C@@H]1CC(C(=O)NCCO)=C[C@H](Oc2c(I)cc(CO)cc2OC)[C@H]1O	-2	/
C[C@@H]1CN([C@H](C)CO)S(=O)(=O)c2ccc(-c3cccnc3)cc2O[C@@H]1CN(C)C(=O)NC1CCCCC1	/	0.6
CCC(=O)N(C)C[C@H]1Oc2cc(C#CCN(C)C)ccc2S(=O)(=O)N([C@H](C)CO)C[C@@H]1C	-1	-0.3
CNC[C@@H]1Oc2ccc(NC(=O)Nc3ccc(C(F)(F)F)cc3)cc2CC(=O)N([C@H](C)CO)C[C@@H]1C	-1	1.0
CCC(=O)Nc1ccc2c(c1)C(=O)N(C)C[C@@H](OC)[C@H](C)CN(C(=O)c1cnccn1)[C@H](C)CO2	11	-0.2
O=C(CN1CCOCC1)NCC[C@@H]1CC[C@@H](NC(=O)Nc2ccccc2)[C@@H](CO)O1	-24	0.2

Next part:
SMILES	PRC2 inh	IDH1 mut inh
C[C@H](CO)N1C[C@H](C)[C@@H](CN(C)C(=O)Nc2ccccc2)Oc2ccc(NC(=O)Cc3ccccc3)cc2CC1=O	6	27
O=C(CN1CCOCC1)N[C@@H]1CC[C@@H](CCNC(=O)Nc2cc(F)ccc2F)O[C@@H]1CO	3	0.2
C[C@H](CO)N1C[C@H](C)[C@@H](CN(C)C)Oc2ccc(N(C)C)cc2C1=O	-1	2.3
O=C(CCn1[nH]c(=O)c2ccccc2c1=O)NCc1ccccc1	-5	-0.5
CC(C)(C)NC(=O)C(OC(=O)c1ccccc1)c1cccs1 (centres undefined)	20	/
COC(=O)C[C@@H]1C=C[C@@H](NC(=O)c2ccccc2)[C@H](CO)O1	5	0.2
CO[C@@H]1CN(C)C(=O)c2ccc(NS(C)(=O)=O)cc2OC[C@H](C)N(CC2CCOCC2)C[C@@H]1C	-3	0.2
CO[C@@H]1CN(C)C(=O)c2cc(NC(=O)c3ccccc3)ccc2OC[C@@H](C)NC[C@@H]1C	5	0.1
Cc1ccc(S(=O)(=O)N(C)C[C@H]2Oc3c(NC(=O)Nc4ccccc4)cccc3C(=O)N([C@@H](C)CO)C[C@@H]2C)cc1	7	1.0
Cc1ccc(S(=O)(=O)Nc2ccc3c(c2)C(=O)N([C@H](C)CO)C[C@@H](C)[C@H](CN(C)S(=O)(=O)c2c(C)noc2C)OCCCC[C@@H](C)O3)cc1	/	-5.9
CC(C)C#Cc1cnc2c(c1)C(=O)N([C@H](C)CO)C[C@H](C)[C@@H](CN(C)C(=O)Nc1cc(F)ccc1F)O2	-4	-5.2

By substructure: those above with an aryl methoxy group (10)
SMILES	PRC2 inh	IDH1 mut inh
COc1cc(C2OCC3C(c4ccc(OC5OC(CO)C(O)C(O)C5O)c(OC)c4)OCC23)ccc1O (centres undefined)	/	-0.7
COc1ccccc1NC(=O)N[C@@H]1CC[C@H](CCn2cc(-c3cccnc3)nn2)O[C@H]1CO	0	-0.1
COc1ccc(NC(=O)NCCN2CCN(c3cc(OC)ccc3OC)CC2)cc1	/	-0.8
COc1ccc([Si](C)(C)[C@@H]2[C@@H](CCO)O[C@]3(C(=O)N(C)c4c(Br)cc(C)cc43)[C@H]2C)cc1	52*	/
COc1ccc([C@H]2Sc3ccccc3N(CCN(C)C)C(=O)[C@H]2OC(C)=O)cc1	21	-0.3
COc1ccc(S(=O)(=O)Nc2ccc3c(c2)C(=O)N([C@@H](C)CO)C[C@@H](C)[C@H](CN(C)Cc2ccncc2)OCCCC[C@H](C)O3)cc1	/	2.2
COc1cccc(NC(=O)CSc2nnnn2C)c1	-7	0.5
COc1ccc(CN(C)C[C@H]2Oc3ccc(NS(=O)(=O)c4ccc(Cl)cc4)cc3C(=O)N([C@@H](C)CO)C[C@H]2C)cc1	-1	2.1
COc1ccc(CCNC(=S)n2cc(C)cn2)cc1OC	7	0.3
CCCC(=O)N(CCc1c[nH]c2ccccc12)[C@@H]1CC(C(=O)NCCO)=C[C@H](Oc2c(I)cc(CO)cc2OC)[C@H]1O	-2	/

An excerpt; count on the stated rates, not on these rows.
